IkB sig inh – IkB Signaling | hit rate 0.04% among 110,000 | ABC-DLBCL IkBa-CBG/CBR dual luciferase ratio, 4 h; response scale: scaled: untreated 0%, proteasome inhibitor 100% | Potency, µM (series often up to 57.1 µM), without a hit: at the top dose IkBa stabilization activation; active means well fitted curve in the direction sought with a large enough effect in the signal ratio, not every such curve was filed as active; inconclusive means small, poorly fitted or top-dose-only effect, or a change in a side signal; the % refers to the signal ratio;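 further: the direction sought is a rising ratio; 0% = basal untreated cells and 100% = reference inhibitor full response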
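In this assay, an IκBα–CBG68 fusion accumulates when IKK-driven degradation is blocked; native CBR normalizes for cell number. OCI-Ly3 cells were treated 4 h with compound and doxycycline, then green and red light read after Chroma-Glo addition.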
p53ts 32C kill – qHTS Screen for Compounds that Selectively Target Cancer Cells with p53 Mutations: Cytotoxicity of p53ts Cells at the Permissive Temperature | Potency, µM (highest dose often 46.1 µM), for the others: at the highest dose activity change, negative = cytotoxicity, usual class: cytotoxic | H1299-p53A138V at 32C, ATP luminescence viability, 24 h | AID 924, 2007 | hit rate 0.93% among 130,000;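 further: 0% = DMSO and -100% = full killing by reference compound; nearly all actives have a fitted effect of over 55% in size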
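H1299-p53 A138V cells (temperature-sensitive p53) exposed 24 h to up to 46 uM compound at 32C, where p53 is wild-type in conformation. Viability read as ATP luminescence and normalised to DMSO and 100 uM tamoxifen. AC50 fitted with the Hill equation.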
Imprint erasure – qHTS Assay for Compounds that Induce Erasure of Genomic Imprints; AID 1948, 2009; mouse ES Peg3-LacZ reporter, beta-gal luminescence, 40 h; Potency, µM (titrated, usually from 60.7 µM), without a hit: at the highest dose activity change, positive = activation, actives largely listed as activators; hit rate 0.02% among 110,000;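 further: 0% = negative control wells on the plate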
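Gelatin-coated wells received 300 freshly trypsinized female ES cells with a Peg3LacZ-Neo reporter on the maternal allele, then incubated 40 hours at 37C. BetaGlo was added for 5 minutes at room temperature before a single luminescence read.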
p53ts 39C kill – qHTS Screen for Compounds that Selectively Target Cancer Cells with p53 Mutations: Cytotoxicity of p53ts Cells at the Nonpermissive Temperature | Potency, µM (top dose mostly 46.1 µM), inactives show at the highest dose activity change, negative = cell killing, most hits filed as cytotoxic | H1299-p53A138V viability at 39C, ATP luminescence, 24 h | hit rate 1.5% among 130,000; further: nearly all actives have a fitted effect of over 55% in size
The depositor's hits bear a star; u = inconclusive; x = no result given; & = joins results of further samples; [ ] = dose if it differs, or a comment. Unless noted, the call rests on the fitted dose curve; in most records, active means well fitted curve in the direction sought with a large enough effect; inconclusive means small, poorly fitted or top-dose-only effect, or another doubt; inactive means no such curve, though single readings can be large; an effect the other way counts as inactive or inconclusive. Unless noted, on the % scale 0 is the no-effect control and ±100 the full control effect; potency means the concentration at half of the fitted maximal effect.

SMILES	IkB sig inh	p53ts 32C kill	Imprint erasure	p53ts 39C kill
Cn1c(=O)oc2cc(S(=O)(=O)N3CCCC(C(=O)N4CCN(c5cccc(Cl)c5)CC4)C3)ccc21 (stereo unspecified)	u	-8%	-20%[10.9 µM]	5%
Cc1ccc(Nc2nc(C(=O)N3CCC(C(=O)NCCN4CCOCC4)CC3)cs2)cc1	1.1%	-4%	-7%	3%
Cc1c(C(=O)Nc2ccc(F)c(F)c2)oc2ccc(S(=O)(=O)N3CCCCC3)cc12	u	-2%	-15%[10.9 µM]	-21%
O=C(CSc1ccc(Cl)cc1)N1CCOCC1	-0.6%	4%	-12%	5%
COC(=O)Cc1c(C)nc2nc(-c3cccnc3)[nH]n2c1=O	4.3%	-6%	-27%	-5%
O=C(Cn1cccc1)Nc1ccc(F)cc1F	0.8%	17%	-2%	17%
Cc1ccc(-n2c(=O)c3cccnc3n2CC(=O)Nc2cc(Cl)ccc2C)cc1	-1.3%	3%	10%[10.9 µM]	u
Cc1ccc(C(=O)Cn2c(NCCO)nc3ccccc32)cc1	6.9%	4%	-10%	7%
CCN(CC)S(=O)(=O)c1ccc2c(c1)c(=O)c(C(=O)N1CCN(c3ccc(OC)cc3)CC1)cn2C	3.0%	1%	4%[10.9 µM]	22%
Cc1c(C(=O)NCC2CCCO2)oc2ccc3c(c12)C(=O)CC(C)(C)O3 (stereo unspecified)	x	13µM*	x	u
COc1cc(OC)c(NC(=O)CCS(=O)(=O)c2ccc3c(c2)oc(=O)n3C)cc1Cl	u	4%	7%[10.9 µM]	12%
O=C1c2cccc3cccc(c23)C(=O)N1c1ccc2ncccc2c1	x	9%	x	32%[activator]
CCCCNC(=O)CSc1nccn1Cc1ccccc1	1.7%	0%	-5%	-1%
Cc1ccc2scc(N3CCCCC3C)c(=O)c2c1 (stereo unspecified)	5.7%	10µM*	-17%[10.9 µM]	6.3µM*
Cc1ccc(C)c(Cn2c3ccccc3c3cnn(CC(=O)NCCC4=CCCCC4)c(=O)c32)c1	0.5%	-3%	13%[10.9 µM]	-20%
O=C1c2c(O)cc(O)cc2O[C@@H](c2ccc(O)c(O)c2)[C@H]1O	1.6%	1%	x	21%
CC(=O)c1cccc(NC(=O)COc2ccccc2)c1	0.6%	-8%	-12%	-6%
COc1ccc(CCNC(=O)CCn2c(=O)c3ccccc3n(Cc3ccccc3C)c2=O)cc1OC	-4.7%	u	-13%[10.9 µM]	u
CNc1nc(Nc2ccc(C(C)=O)cc2)nc(OC(C(F)(F)F)C(F)(F)F)n1	-0.7%	-6%	-22%	-14%
O=C(Nc1c2c(nn1-c1ccc(Cl)cc1)CS(=O)(=O)C2)c1ccc(Br)cc1	5.4%	15%	-16%[10.9 µM]	-11%
O=C(c1ccc2c(c1)N(Cc1ccc(F)cc1)C(=O)c1ccccc1S2(=O)=O)N1CCC(Cc2ccccc2)CC1	u	-2%	-15%[10.9 µM]	-7%
CC(C)Cn1cnc2c1c(=O)n(CC(=O)Nc1ccc3c(c1)OCO3)c(=O)n2Cc1ccccc1	2.6%	10%	-14%	9%
CCC(O)c1nc2ccccc2n1Cc1cccc(Cl)c1 (stereo unspecified)	-0.2%	10%	12%[10.9 µM]	-17%
Cc1nn2c(-c3ccccc3)c(-c3ccccc3)nc2[nH]c1=O	4.2%	-2%	-7%	9%
CCOC(=O)C1CCN(C(=O)c2cc3sc(C)cc3n2C)CC1	u	7%	3%[10.9 µM]	-16%
COc1cccc(NC(=O)Cn2cc3c(n2)CCCCC3)c1	-2.7%	-3%	-13%	-7%
COCON1C(=O)CN(C(C)=O)C1c1ccc(Cl)cc1Cl (stereo unspecified)	-0.1%	u	-6%	13%
CC(C)(C)c1csc(NC(=O)CSc2nc3ccccc3c(=O)[nH]2)n1	u	14%	-6%	-3%
Cn1c(CN2CCC(C(N)=O)CC2)c(C#N)c2ccccc21	0.3%	-7%	-8%	-8%
CC1=C(C(=O)OC2CCCCCC2)C(c2cccc(F)c2F)CC(=O)N1 (stereo unspecified)	2.2%	-8%	-13%[10.9 µM]	u
COc1ccc(NC(=O)NS(=O)(=O)c2ccc(C)cc2)c(OC)c1	3.9%	-3%	x	-5%
COc1ccc(NC(=O)CSc2nc(-c3ccc(F)cc3)[nH]c2-c2ccc(C)cc2)cc1OC	u	15%	-8%[10.9 µM]	-14%
CS(=O)(=O)N1CCN(C(=O)C(Sc2ccccc2)c2ccccc2)CC1 (stereo unspecified)	2.8%	6%	-11%	9%
O=C(Nc1ccc2nc(SCC(=O)N3CCOCC3)sc2c1)c1ccc(F)cc1	u	-16%	-14%[10.9 µM]	-15%
CC(c1ccco1)N(C(=O)COc1ccc(Cl)cc1Cl)c1ccccn1 (stereo unspecified)	u	-15%	-13%	-24%
Cc1cc2c3c(c1)C1(C(=O)N3C(C)(C)CC2C)C(C#N)=C(N)Oc2n[nH]c(C)c21 (stereo unspecified)	3.1%	26%	-6%	3%
COc1ccc(CNc2ccnc(-c3c(C)noc3C)n2)c(OC)c1	5.4%[11.4 µM]	4%	-17%	-6%
O=C(Nc1ccccc1)N1CC2(CCN(C(=O)c3cc(C(F)(F)F)cc(C(F)(F)F)c3)CC2)C1	-2.9%[11.4 µM]	1%	x	13%
N#Cc1nc(COc2ccccc2F)oc1NCCc1ccccc1	-0.8%	-4%	-23%	-5%
CC(=O)c1cccc(NC(=O)c2cnn3ccccc23)c1	2.3%	u	-80%[inhibitor]	u
Cc1nc(CN2CCN(C(=O)NC3(c4ccccc4)CC3)CC2)cs1	0.6%	1%	-4%	0%
Cc1ccc(-c2noc(CNC(=O)c3ccccc3)n2)cc1	-4.1%	-8%	-8%[10.9 µM]	-2%
COc1ccc(Cl)cc1NC(=O)CN(C1CCCCC1)S(C)(=O)=O	-2.8%	5%	9%	5%
O=C(COC(=O)c1cccs1)NCc1ccccc1	0.3%	1%	-3%	2%
CCOc1ccccc1NC(=O)CSc1nc2c([nH]c3ccccc32)c(=O)n1-c1ccccc1	u	2%	-8%[10.9 µM]	-24%

Fetched by compound from the entries so far (4):
SMILES	IkB sig inh	p53ts 32C kill	Imprint erasure	p53ts 39C kill
O=C(Nc1c2c(nn1-c1ccc(Cl)cc1)CS(=O)(=O)C2)c1ccc(Br)cc1	5.4%	15%	-16%[10.9 µM]	-11%
O=C(Nc1ccccc1)N1CC2(CCN(C(=O)c3cc(C(F)(F)F)cc(C(F)(F)F)c3)CC2)C1	-2.9%[11.4 µM]	1%	x	13%
O=C(COC(=O)c1cccs1)NCc1ccccc1	0.3%	1%	-3%	2%
CCOc1ccccc1NC(=O)CSc1nc2c([nH]c3ccccc32)c(=O)n1-c1ccccc1	u	2%	-8%[10.9 µM]	-24%

(more compounds)
SMILES	IkB sig inh	p53ts 32C kill	Imprint erasure	p53ts 39C kill
CCn1cc(/C=C(/C#N)S(=O)(=O)c2ccccc2)cn1	10%	1%	-14%	-4%
Fc1ccc(CN2CCCCCCC2)cc1F	-1.2%	9%	-7%	0%
CCC(C)NC(=O)c1cn(CC)c2ccc(S(=O)(=O)N3CCc4ccccc4C3)cc2c1=O (stereo unspecified)	u	-5%	15%[10.9 µM]	-7%
CCOC(=O)N1CCC(NC(=O)c2ccc3c(c2)N(Cc2ccccc2)C(=O)c2ccccc2S3(=O)=O)CC1	u	4%	-6%[10.9 µM]	-20%
Cc1ccc(S(=O)(=O)NCC(=O)NC2CCCCCC2)cc1	-0.6%	5%	-2%	-3%
COc1cc2c(cc1OC)C(COc1ccc3c(C)cc(=O)oc3c1)N(C(=O)c1ccccc1C)CC2 (stereo unspecified)	0.7%	-7%	16%[10.9 µM]	-7%
CN[C@H](CC(=O)O)C(=O)O	0.2%&-0.9%	2%	-7%&-5%	6%
O=C(NCC1COc2ccccc2O1)c1ccc(Cl)cc1 (stereo unspecified)	0.1%	-5%	-16%	2%
COc1ccc(Oc2c(-c3ccc(O)cc3O)n[nH]c2C)cc1	4.4%	2%	-7%	17%
O=C(O)CCCC(=O)Nc1ccc(Cl)c(Cl)c1	0.5%	-4%	-17%	2%
Cc1nn(CCC(=O)N2CCN(c3ccccc3F)CC2)c(C)c1S(=O)(=O)N1CCCC1	0.8%	3%	-9%[10.9 µM]	-12%
CN(CCC#N)C(=O)COC(=O)c1ccc(Cl)c(S(N)(=O)=O)c1	-0.7%	3%	-6%	-20%
CCOC(=O)c1cc(-c2cccs2)nc2onc(C)c12	0.9%	1%	12%	7%
O=C(NCc1cccnc1)C1CCCN(S(=O)(=O)c2ccccc2)C1 (stereo unspecified)	0.8%	-2%	6%	10%
Cn1c(=O)c2nc(Cl)n(Cc3ccc(Cl)cc3Cl)c2n(C)c1=O	-1.8%	0%	1%	28%
CCOC(=O)c1nc(N)c(=O)n(-c2ccc(C)cc2)n1	x	-9%	x	13%
COc1ccc(Cl)cc1S(=O)(=O)n1cnc2ccccc21	x	33%[activator]	x	5%
CC(C)NC[C@H](O)COc1ccc(CC(N)=O)cc1	0.3%	2%	-7%	5%
COc1ccccc1OCC(=O)N1CCC(c2nc3ccccc3o2)CC1	u	2%	-7%[10.9 µM]	-1%
CCN(CC)CCCNC(=O)c1ccc(Cc2nc3ccccc3[nH]2)cc1	x	8%	x	6%
CC(=O)c1cccc(NC(=O)c2nc3ccccc3n(C)c2=O)c1	u	2.2µM*	-45%[inhibitor][10.9 µM]	1.6µM*
Cc1cc(N2CCN(c3ccccc3F)CC2)n2cnnc2n1	1.8%	-4%	-10%[10.9 µM]	-14%
CCOC(=O)C(C(=O)OCC)C(=O)c1cc(OC)c(OC)c(OC)c1	0.1%	2%	-10%	-2%
CCSc1nc2c(c(=O)[nH]c(=O)n2C)n1C/C=C(/C)Cl	0.2%	-1%	u	-10%
CN(Cc1cc(=O)[nH]c2ccccc12)C(=O)c1ccccc1	u	12%	2%	6%
Cc1ccc(C)c(OCc2nc3ccccc3n2C)c1	-2.2%	3%	-3%[10.9 µM]	-24%
COc1ccc(CNC(=O)CSc2ncc3c(n2)-c2ccc(Cl)cc2N(Cc2ccccc2)S3(=O)=O)cc1	u	4%	-4%[10.9 µM]	u
Cc1cnc(NC(=O)CSc2nc3ccccc3c(=O)[nH]2)s1	u	8%	1%	-2%
O=C(NCC(c1cccnc1)N1CCOCC1)C1CCCCC1 (stereo unspecified)	-0.6%	-3%	-4%	-1%
COc1ccc(NC(=O)NCC2CCN(Cc3ccccc3F)CC2)c(OC)c1	5.1%	8%	-13%[10.9 µM]	-2%
COC(=O)C1=C(N)Oc2cc(C)n(C)c(=O)c2C1c1ccc(Cl)c(Cl)c1 (stereo unspecified)	1.3%	3%	-4%	-5%
Cc1cc(C)nc(Nc2nc(=O)c3ccccc3s2)n1	4.6%	u	-26%	-27%
COc1cc(OC)nc(NC(=O)NS(=O)(=O)c2ccc(OC(F)(F)F)cc2)n1	-0.6%	-5%	-4%	-2%
CCOc1ccc2nc(N3CCOCC3)nc(C)c2c1	-2.0%	u	7%	u
CCOC(=O)Cc1nnc(NC(=O)c2ccccc2OCC)s1	-4.2%	11%	-8%	-5%
COC(=O)c1cc(Cl)c(NC(=O)c2ccco2)cc1OC	-1.9%	9%	-4%	-2%
Cc1cccc(-c2nnc(SCC(=O)NC3CCCCC3)o2)c1	u	-6%	-6%[10.9 µM]	-20%
CC1Cc2ccccc2N1C(=O)CCNS(=O)(=O)c1ccc2c(c1)CCC(=O)N2 (stereo unspecified)	1.5%	-15%	-8%	-12%
CCOC(=O)c1ccccc1NCN1C(=O)CSC1=O	2.4%	-2%	7%	0%

7 compounds from above, showing only p53ts 32C kill and p53ts 39C kill.
compound,p53ts 32C kill,p53ts 39C kill
COC(=O)c1cc(Cl)c(NC(=O)c2ccco2)cc1OC,9%,-2%
CCOC(=O)Cc1nnc(NC(=O)c2ccccc2OCC)s1,11%,-5%
Cc1cc(C)nc(Nc2nc(=O)c3ccccc3s2)n1,u,-27%
COC(=O)C1=C(N)Oc2cc(C)n(C)c(=O)c2C1c1ccc(Cl)c(Cl)c1 (stereo unspecified),3%,-5%
Cc1cccc(-c2nnc(SCC(=O)NC3CCCCC3)o2)c1,-6%,-20%
COc1cc(OC)nc(NC(=O)NS(=O)(=O)c2ccc(OC(F)(F)F)cc2)n1,-5%,-2%
CC1Cc2ccccc2N1C(=O)CCNS(=O)(=O)c1ccc2c(c1)CCC(=O)N2 (stereo unspecified),-15%,-12%
